PABP1 MLLE inh = inhibitors of PABP1 MLLE–PAM2 peptide binding, primary screen, biochemical, fluorescence polarization, FITC-PAM2, GST-MLLE | inhibition, % at 20 µM | 0.36% of 360,000 active | AID 588489, 2011; in the data active means inhibition above about 35%, passing the limit was not always enough;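 further: plate controls were DMSO wells with GST-MLLE for no effect and wells lacking GST-MLLE protein for full effect; some results filed as inactive read as strong as hits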
Rin1 Abl inh = inhibitors of Rin1-Abl protein binding, primary screen, biochemical, TR-FRET | Tyrosine-protein kinase ABL1 (Homo sapiens) + Ras and Rab interactor 1 (Homo sapiens), … | inhibition, % at 7.35 µM | 0.4% of 360,000 active; in the data active means inhibition above about 5%, passing the limit was not always enough
NadD block = inhibitors of S. aureus NadD, primary screen, biochemical, colorimetric, uHTS. Nicotinate-nucleotide adenylyltransferase NadD (Staphylococcus aureus N315). purified NadD enzyme, colorimetric absorbance read-out. inhibition, % at 20 µM. 0.78% of 360,000 active; in the data active means inhibition above about 26%; further: some compounds past the cut are filed as inactive
Rpn11 block = Rpn11 (PSMD14) deubiquitinase inhibitors, primary screen, biochemical, fluorescence polarization, uHTS; 26S proteasome non-ATPase regulatory subunit 14 (Homo sapiens), O00487; human 26S proteasome, Ub4-pepOG fluorescence polarization; 20S core pre-blocked with epoxomicin; calls only at 20 µM; 0.59% of 360,000 active; AID 588493, 2011;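 active means inhibition at 20 µM, scaled to each plate's controls, above about 33%, limit read from the data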
SKN-1 block = suppressors of acrylamide-induced Pgst-4::GFP reporter in worms, primary screen, SKN-1 inhibitor project, whole organism, uHTS, GFP/RFP fluorescence ratio, strain VP596; C. elegans VP596 Pgst-4::GFP/RFP ratio, 24 h; inhibition, % at 21.8 µM; 0.49% of 360,000 active;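 active means interference check ratio from 0.5 to 1.5 plus GFP to RFP signal ratio inhibition reaching or exceeding a fixed threshold, cut at about 30% in these data, passing the limit was not always enough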; further: some compounds called inactive have numbers as strong as hits
Neddyl block = inhibitors of cullin neddylation, primary screen, biochemical, TR-FRET, uHTS, NAE and Ubc12. calls only at 25 µM. 0.58% of 360,000 active; in the data active means inhibition above about 36%
CSN inh = inhibitors of CSN-mediated cullin deneddylation, primary screen, biochemical, fluorescence polarization, uHTS. COP9 signalosome complex subunit 5 (Homo sapiens), Q92905. Purified CSN, SCF-Nedd8-OG deneddylation. inhibition, % at 12.5 µM. 0.38% of 360,000 active;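 active means pattern-corrected inhibition above about 35%, with an unprinted fluorescence ratio check between 0.5 and 1.5, limit read from the data, passing the limit was not always enough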;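 further: 0% = enzyme with substrate and 100% = substrate without enzyme; some results filed as inactive read as strong as hits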
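Assay system: Purified human Csn5 enzyme expressed in HEK293T cells | Amount: Enzyme 0.24 nM | Measured by: Fluorescence polarization readout | Medium: Tris/NaCl/DTT buffer, pH 7.5 | Compound dosing: One concentration, 12.5 µM, 0.25% DMSO | Times: 90 min incubation of compound, enzyme and substrate at room temperature | Control set: no-enzyme wells high, enzyme-with-substrate wells low | Read-out: % inhibition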
FAS-TE inh = FAS thioesterase domain inhibitors, primary screen, biochemical, fluorescence intensity, uHTS. Fatty acid synthase (Homo sapiens), P49327. recombinant FAS-TE, OMFH fluorogenic substrate, fluorescence endpoint. inhibition, % at 15 µM. 0.67% of 360,000 active. AID 602261, 2012;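 active means compounds whose normalised, plate-corrected inhibition of enzyme fluorescence in the single-dose primary screen is 50% or more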;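 further: 0% = DMSO with enzyme and 100% = substrate without enzyme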
Target sequence (P49327 whole entry, looked up, the tested form may be a part): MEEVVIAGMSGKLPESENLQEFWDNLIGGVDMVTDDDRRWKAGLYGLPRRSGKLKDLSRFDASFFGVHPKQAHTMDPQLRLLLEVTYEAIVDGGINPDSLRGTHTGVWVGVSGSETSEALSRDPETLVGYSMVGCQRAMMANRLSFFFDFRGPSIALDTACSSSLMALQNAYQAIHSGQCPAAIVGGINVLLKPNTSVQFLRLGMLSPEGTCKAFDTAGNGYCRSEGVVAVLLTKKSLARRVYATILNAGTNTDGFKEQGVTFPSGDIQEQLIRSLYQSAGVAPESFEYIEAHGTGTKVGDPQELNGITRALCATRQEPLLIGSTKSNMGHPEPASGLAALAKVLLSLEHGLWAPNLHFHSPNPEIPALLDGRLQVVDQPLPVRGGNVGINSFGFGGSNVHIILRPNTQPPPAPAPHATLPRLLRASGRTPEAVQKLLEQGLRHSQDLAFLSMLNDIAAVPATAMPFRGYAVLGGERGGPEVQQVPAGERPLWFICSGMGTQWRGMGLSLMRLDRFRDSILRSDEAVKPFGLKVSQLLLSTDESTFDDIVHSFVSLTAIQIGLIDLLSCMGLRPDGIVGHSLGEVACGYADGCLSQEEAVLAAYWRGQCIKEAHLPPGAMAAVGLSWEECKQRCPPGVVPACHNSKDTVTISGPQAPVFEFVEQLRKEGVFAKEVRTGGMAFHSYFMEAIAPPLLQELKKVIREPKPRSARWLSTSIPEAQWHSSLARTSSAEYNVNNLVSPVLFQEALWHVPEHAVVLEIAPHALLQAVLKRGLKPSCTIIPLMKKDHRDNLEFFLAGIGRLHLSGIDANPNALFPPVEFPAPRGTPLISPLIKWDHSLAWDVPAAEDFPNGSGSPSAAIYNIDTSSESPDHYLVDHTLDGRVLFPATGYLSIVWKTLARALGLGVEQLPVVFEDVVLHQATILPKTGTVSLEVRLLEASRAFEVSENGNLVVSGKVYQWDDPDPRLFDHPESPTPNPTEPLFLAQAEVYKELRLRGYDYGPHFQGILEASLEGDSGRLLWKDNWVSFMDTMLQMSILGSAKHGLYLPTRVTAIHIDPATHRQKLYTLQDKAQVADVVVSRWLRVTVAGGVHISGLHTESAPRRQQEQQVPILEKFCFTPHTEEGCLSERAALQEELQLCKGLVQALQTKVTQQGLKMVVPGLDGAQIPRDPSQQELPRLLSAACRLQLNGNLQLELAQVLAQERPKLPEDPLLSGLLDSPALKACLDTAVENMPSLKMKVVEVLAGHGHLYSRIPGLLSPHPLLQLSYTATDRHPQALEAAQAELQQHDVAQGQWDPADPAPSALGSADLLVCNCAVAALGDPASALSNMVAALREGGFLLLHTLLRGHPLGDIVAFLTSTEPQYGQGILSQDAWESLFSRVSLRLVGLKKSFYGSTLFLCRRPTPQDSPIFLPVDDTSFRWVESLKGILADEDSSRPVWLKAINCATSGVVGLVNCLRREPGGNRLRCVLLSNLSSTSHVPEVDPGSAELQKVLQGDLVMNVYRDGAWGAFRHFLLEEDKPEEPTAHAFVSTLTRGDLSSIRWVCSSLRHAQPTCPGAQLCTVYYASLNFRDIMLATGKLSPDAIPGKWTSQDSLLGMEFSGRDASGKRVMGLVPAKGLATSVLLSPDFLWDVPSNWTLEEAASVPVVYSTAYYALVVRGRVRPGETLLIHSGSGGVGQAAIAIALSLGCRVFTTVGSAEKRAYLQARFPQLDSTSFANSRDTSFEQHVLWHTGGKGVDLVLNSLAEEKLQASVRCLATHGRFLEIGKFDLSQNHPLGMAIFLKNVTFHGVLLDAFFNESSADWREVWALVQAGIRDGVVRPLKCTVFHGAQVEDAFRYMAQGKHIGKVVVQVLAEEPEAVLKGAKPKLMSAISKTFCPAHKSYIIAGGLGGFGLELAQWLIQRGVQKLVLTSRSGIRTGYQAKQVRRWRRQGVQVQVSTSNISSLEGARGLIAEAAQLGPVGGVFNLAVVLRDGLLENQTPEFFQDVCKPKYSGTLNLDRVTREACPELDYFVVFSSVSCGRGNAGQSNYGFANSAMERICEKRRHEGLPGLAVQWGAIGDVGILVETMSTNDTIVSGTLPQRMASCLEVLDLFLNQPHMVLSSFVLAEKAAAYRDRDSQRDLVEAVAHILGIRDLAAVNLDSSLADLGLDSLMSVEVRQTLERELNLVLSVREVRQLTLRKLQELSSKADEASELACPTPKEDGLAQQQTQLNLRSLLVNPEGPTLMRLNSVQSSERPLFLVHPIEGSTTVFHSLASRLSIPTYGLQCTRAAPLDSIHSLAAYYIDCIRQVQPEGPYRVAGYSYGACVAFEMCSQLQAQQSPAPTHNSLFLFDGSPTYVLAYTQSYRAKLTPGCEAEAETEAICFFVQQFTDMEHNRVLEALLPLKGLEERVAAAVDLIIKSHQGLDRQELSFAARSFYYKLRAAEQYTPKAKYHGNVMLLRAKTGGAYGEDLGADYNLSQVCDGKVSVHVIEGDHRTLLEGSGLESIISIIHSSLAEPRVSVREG
MT1-MMP act inh = blockers of MT1-MMP proenzyme processing, primary screen, HT1080 RFP-PRO-GFP cells, GFP/RFP fluorescence; Matrix metalloproteinase-14 (Homo sapiens), P50281; GFP/RFP ratio fluorescence, overnight; percent of plate control window, DMSO zero; GFP/RFP ratio change, % at 20 µM; 0.061% of 360,000 active; AID 651647, 2012;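 active means GFP/RFP ratio change of at least 30% with cell ATP level not reduced by more than half and red fluorescence within 50% of control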; further: strong numbers were not always called active
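Compound: 20 µM single dose, 1% DMSO / System: HT1080 RFP-PRO-GFP cells / Controls: DMSO and RFP-L50D-GFP cell wells / Read-out basis: GFP/RFP fluorescence ratio / Schedule: overnight compound exposure at 37 °C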
Starred values were filed as active, the others as inactive; i = inactive; / = not tested or not shown; & = joins results of further samples. These rows are one share of the data. The share of hits here may be higher or lower than overall.

SMILES	PABP1 MLLE inh	Rin1 Abl inh	NadD block	Rpn11 block	SKN-1 block	Neddyl block	CSN inh	FAS-TE inh	MT1-MMP act inh
CC12CCC3c4ccc(OC(=O)N(CCCl)CCCl)cc4CCC3C1CCC2O (centres undefined)	3	2	-6	i	16	i	-8	22	6
CCCNC(=O)N1[C@H]2CC[C@@H]1C(C(=O)OC)=C(c1ccc(S(C)(=O)=O)cc1)C2	7	2	-2	i	-4	i	1	-5	-2
CNCCc1nc(N)n[nH]1	-7	2	5	i	7	i	-2	-8	3
Cc1ccc(-c2cc(C(=O)N3CCC4(CC3)OCCO4)no2)cc1	7	1	-4	i	-9	i	-1	2	2
COc1ccc(OC)c(C2=NOC(C(=O)N3CCC4(CC3)OCCO4)C2)c1 (centres undefined)	3	-1	-2	i	1	i	-13	-1	3
COC(=O)C1=C(c2cccc(OC)c2OC)C[C@@H]2CC[C@H]1N2C(=O)NC(C)C	3	1	1	i	-1	i	0	-13	3
C=CCN1C(=O)c2ccccc2Sc2ccc(C(=O)N3CCC4(CC3)OCCO4)cc21	11	3	-3	i	-5	i	-1	-6	5
Fc1cccc(F)c1CN1CCN(c2ccc(Cl)cc2)CC1	1	2	-6	i	-4	i	3	16	-1
COc1ccc2nc3oc(C(=O)N4CCC5(CC4)OCCO5)cc3cc2c1	-5	0	3	i	3	/	0	-5	1
COC(=O)C1=C(c2ccc(F)cc2F)C[C@@H]2CC[C@H]1N2C(=O)NCCOc1ccc(OC)cc1	-16	-1	-2	i	-16	i	-3	-3	1
S=C(N1CCCCCC1)N1CC1	8	2	1	i	2	i	2	-6	-8
CCOP(=O)(OCC)C(NS(=O)(=O)c1ccccc1)C(Cl)(Cl)Cl (centres undefined)	-1	2	5	i	-10	i	-1	-5	-1
Cc1ccc(O)c(CN2CCN(c3ccccc3)CC2)c1	-1	-1	-3	i	8	i	-2	4	7
O=P1(NCCCl)OCCC(OO)N1CCCl (centres undefined)	/	/	-38	/	7	i	1	-5	10
CC(c1ccc(F)cc1)n1cc(C(=O)NCc2ccc3c(c2)OCO3)nn1 (centres undefined)	-5	3	-3	i	-4	i	4	0	-3
CNC(=O)Oc1cc2c(cc1C(C)(C)C)CCC2	1	0	-2	i	5	i	-1	4	7
O=C1NCN(c2ccccc2)C12CCN(C(c1cccs1)c1nnnn1Cc1ccccc1)CC2 (centres undefined)	7	3	5	i	-2	i	-1	17	2
CN1C(=O)N(C)C(=O)C2(Cc3ccccc3N3CCCC32)C1=O (centres undefined)	25	0	2	i	14	i	0	1	-1
c1ccc2c[n+](CCCCCCCCCC[n+]3ccc4ccccc4c3)ccc2c1	/	/	14	/	13	i	-5	-5	4
COc1cc2c(cc1OC)C(C(=O)NC(C)C)C1CCCCN1C2=O (centres undefined)	6	0	1	i	-1	i	0	-6	5
Cc1cccc(Cn2cc(C=O)c3ccccc32)c1	-7	-1	-8	i	5	i	5	12	-2
CCCCNC(=O)Nc1ccc(C(O)(C(=O)OC)C(F)(F)F)cc1 (centres undefined)	-4	5	-4	i	-3	i	-2	-3	1
CN(C(=O)Oc1ccc(F)cc1)c1ccccc1	5	0	-2	i	-2	i	2	-2	2
CC1CN2C(=O)C1(c1ccccc1)C(=O)NC2=S (centres undefined)	7	-4	-2	i	19	i	-1	-8	-4
CN1C(CC(O)c2ccccc2)CCCC1CC(O)c1ccccc1 (centres undefined)	-7	-1	2	i	3	i	-2	-2	0
Cc1ccc(C2(O)CN3CCC2CC3)cc1 (centres undefined)	7	0	-7	i	17	i	0	-7	0
O=c1[nH]c(O)c(C=Nc2ccc(F)c(Cl)c2)c(=O)[nH]1	-19	2	-2	i	3	i	0	-4	0
C=CCN1CC[C@]23c4c5ccc(O)c4OC2C(O)CC[C@@]3(O)[C@H]1C5 (some centres undefined)	-1	1	2	i	8	i	-1	1	-3
Oc1ccccc1CN(CCc1ccccc1)Cc1ccccc1	7	-1	5	i	4	i	6	24	-4
COC(=O)C1=C(c2ccc(C(C)=O)cc2)C[C@@H]2CC[C@H]1N2C(=O)NC(C)C	2	3	0	i	14	i	1	-8	2
C=CCn1c(O)c(C(C)=Nc2cccc(C(F)(F)F)c2)c(=O)[nH]c1=O	-6	-2	-7	i	2	i	-1	1	-3
O=C(Nc1ccccc1)c1c(O)[nH]c(=S)[nH]c1=O	-28	3	1	i	7	i	-3	2	1
CCN1C[C@]2(COC)CC[C@H](O)[C@]34C1[C@](O)([C@@H](OC)[C@H]23)[C@@]1(O)C[C@H](OC)[C@H]2C[C@@H]4[C@@H]1[C@H]2OC	-3	1	4	i	-6	i	0	-3	4
CP(=O)(O)CCCN	0	6	2	i	7	i	4	-9	10
CC1(C)CC(=O)C(C=NCCN2CCN(C(=O)Cc3ccc(F)cc3)CC2)=C(O)C1	6	2	-1	i	0	i	4	-7	3
c1ccc(C2CN3CCC2CC3)cc1 (centres undefined)	-5	0	1	i	0	i	1	-8	3
CN1C(=O)c2ccccc2Sc2ccc(C(=O)N3CCC4(CC3)OCCO4)cc21	2	1	-7	i	18	i	0	-8	4
COCCNC(=O)N1[C@H]2CC[C@@H]1C(C(=O)OC)=C(c1ccc(OC)c(OC)c1)C2	-2	1	2	i	-4	i	1	-9	0
COC(=O)C1=C(c2ccc3ccccc3c2)C[C@@H]2CC[C@H]1N2C(=O)N1CCOCC1	-4	4	-4	i	-14	i	-3	-2	-4
CCN(CC)c1nc2c(C)cccn2c(=O)c1C=C1C(=O)NC(=O)NC1=O	-10	2	-7	i	4	i	-1	1	-5
COc1ccc(CNC(=O)CCC(=O)N2C[C@H]3C[C@H](C2)c2cccc(=O)n2C3)cc1	-6	-2	-2	i	19	i	7	-1	0
CN(C)C(Cc1ccc(Cl)cc1)C(=O)c1ccccc1 (centres undefined)	0	1	-4	i	1	i	-4	4	-2
CCOC(=O)C1CCN(/C=C2/C(=O)NC(=O)N(c3ccc(OCC)cc3)C2=O)CC1	-28	1	2	i	20	i	19	-6	-25
OC(CNCCc1c[nH]c2ccccc12)c1ccccc1 (centres undefined)	-6	1	-9	i	14	i	1	-8	1
COC(=O)C1=C(c2ccc3ccccc3c2)C[C@@H]2CC[C@H]1N2C(=O)NCc1ccc(C(F)(F)F)cc1	6	2	-2	i	-15	i	-4	35	-4

Given in CSV form: part of the list above.
mol,PABP1 MLLE inh,Rin1 Abl inh,NadD block,Rpn11 block,SKN-1 block,Neddyl block,CSN inh,FAS-TE inh,MT1-MMP act inh
c1ccc(C2CN3CCC2CC3)cc1 (centres undefined),-5,0,1,i,0,i,1,-8,3
CN1C(=O)c2ccccc2Sc2ccc(C(=O)N3CCC4(CC3)OCCO4)cc21,2,1,-7,i,18,i,0,-8,4
COCCNC(=O)N1[C@H]2CC[C@@H]1C(C(=O)OC)=C(c1ccc(OC)c(OC)c1)C2,-2,1,2,i,-4,i,1,-9,0
COC(=O)C1=C(c2ccc3ccccc3c2)C[C@@H]2CC[C@H]1N2C(=O)N1CCOCC1,-4,4,-4,i,-14,i,-3,-2,-4
CCN(CC)c1nc2c(C)cccn2c(=O)c1C=C1C(=O)NC(=O)NC1=O,-10,2,-7,i,4,i,-1,1,-5
COc1ccc(CNC(=O)CCC(=O)N2C[C@H]3C[C@H](C2)c2cccc(=O)n2C3)cc1,-6,-2,-2,i,19,i,7,-1,0
CN(C)C(Cc1ccc(Cl)cc1)C(=O)c1ccccc1 (centres undefined),0,1,-4,i,1,i,-4,4,-2
CCOC(=O)C1CCN(/C=C2/C(=O)NC(=O)N(c3ccc(OCC)cc3)C2=O)CC1,-28,1,2,i,20,i,19,-6,-25
OC(CNCCc1c[nH]c2ccccc12)c1ccccc1 (centres undefined),-6,1,-9,i,14,i,1,-8,1
COC(=O)C1=C(c2ccc3ccccc3c2)C[C@@H]2CC[C@H]1N2C(=O)NCc1ccc(C(F)(F)F)cc1,6,2,-2,i,-15,i,-4,35,-4

(next part)
SMILES	PABP1 MLLE inh	Rin1 Abl inh	NadD block	Rpn11 block	SKN-1 block	Neddyl block	CSN inh	FAS-TE inh	MT1-MMP act inh
CC(Cc1ccccc1)NC(=O)c1ccc(N)cc1 (centres undefined)	0	-1	2	i	15	i	-1	-2	-2
CN(C)C(=O)Oc1ccc(-c2cn3cc(C(F)(F)F)ccc3n2)cc1	-4	2	-3	i	11	i	-5	-4	6
O=Cc1cn(CCCOc2ccccc2)c2ccccc12	-14	4	-5	i	6	i	-5	16	-6
O=C1NC(=O)N(c2cccc(F)c2)C(=O)/C1=C/c1ccc(N2CCOCC2)cc1	-11	1	-3	i	0	i	9	-2	2
Cc1cc2ccccn2c1C(C[N+](=O)[O-])c1c(F)cccc1Cl (centres undefined)	9	3	4	i	1	i	-1	21	-6
CS(=O)(=O)c1ccc(C2=C(CNC(=O)c3ccncc3)[C@H]3CC[C@@H](C2)N3Cc2ccccc2)cc1	0	0	-2	i	10	i	1	-5	4
CCCCCCn1c(N)c(C(=O)NCCN2CCOCC2)c2nc3ccccc3nc21	1	-2	-3	i	12	/	7	11	-6
COc1ccc(C2C(C(=O)N3CCC4(CC3)OCCO4)CC(=O)N2c2ccc(OC)cc2)cc1 (centres undefined)	-4	9	1	i	0	i	-1	-3	-5
COc1cc(CN2CCN(C(=O)COc3ccccc3)CC2)cc(OC)c1OC	-5	-2	0	i	19	i	-2	-9	4
COC(=O)C1=C(c2ccc(F)cc2F)C[C@@H]2CC[C@H]1N2C(=O)NCc1ccco1	1	3	4	i	-4	i	3	-2	1
CCOC(=O)N1CCC(NC(=O)CCc2nc(C3=CCN(C)CC3)no2)CC1	-2&5	70*	4&1	i	5&9	i	-2&-3	-2&-8	-1&5
COC(=O)C1=C(c2ccc(-c3ccccc3)c(F)c2)C[C@@H]2CC[C@H]1N2C(=O)NC(C)C	-2	4	-3	i	9	i	0	8	-1
COc1ccc(CC2=NCCc3cc(OC)c(OC)cc32)cc1OC	-3	2	2	i	11	/	9	0	1

Screens as filed in PubChem BioAssay.
